Salmonella PhoP GFP – inhibitors of PhoP regulon expression, primary screen, Salmonella Typhimurium, GFP reporter (AID 1863); inhibition, % at 50 µM; hits with a dose series show IC50 in µM; S. Typhimurium PhoP-regulated promoter GFP reporter, 4 h; higher % means a stronger effect; 0.16% of 300,000 active;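 active means inhibition over 29.93%, a cutoff 3 SD above the screen mean, later confirmed by dose response; inconclusive means inhibition over 29.93% but no dose response follow-up; inactive means inhibition at most 29.93% or unconfirmed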;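 further: 0% = low Mg2+ inducing control and 100% = high Mg2+ repressing control; strong numbers were not always called active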
SV40 large T antigen – SV40 large T antigen inhibitors, biochemical (AID 1903) | inhibition, % at 20 µM; hits with a dose series show IC50 in µM | 0.39% of 310,000 active | SV40 large T antigen ATPase/helicase inhibition assay; higher % means a stronger effect; in the data active means a potency from the dose series; inconclusive means inhibition mostly from about 32% at the one dose, without a potency; inactive means the rest, 99 in 100 with inhibition below about 32%; further: strong numbers were not always called active
West Nile virus CPE – West Nile virus antiviral activity, cell-based, CPE readout (AID 1621); West Nile virus-infected cells, CPE inhibition; higher % means a stronger effect; 0.02% of 290,000 active; one-dose CPE inhibition, % at 10 µM; IC50 in µM for titrated hits; in the data active means a potency from the dose series; inconclusive means CPE inhibition mostly from about 3.7% at the one dose, without a potency; inactive means the rest, 99 in 100 with CPE inhibition below about 2.2%; further: strong numbers were not always called active
NTR1 agonist – agonists of NTR1, primary screen, imaging, U2OS cells, beta-arrestin-GFP, high content (AID 493036); Neurotensin receptor type 1 (Homo sapiens), P30989; NTR1-U2OS beta-arrestin-GFP spot imaging, agonist mode; activation, % at 20 µM; 0.17% of 330,000 active;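 active means activation at or above 40% of the spot to cytoplasm intensity ratio, with at least 20 cells analyzed; inconclusive means wells under 20 cells, flagged as cytotoxic or low count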;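 further: 0% = DMSO without peptide and 100% = 100 nM NTR1 peptide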
Target sequence (P30989 whole entry, looked up): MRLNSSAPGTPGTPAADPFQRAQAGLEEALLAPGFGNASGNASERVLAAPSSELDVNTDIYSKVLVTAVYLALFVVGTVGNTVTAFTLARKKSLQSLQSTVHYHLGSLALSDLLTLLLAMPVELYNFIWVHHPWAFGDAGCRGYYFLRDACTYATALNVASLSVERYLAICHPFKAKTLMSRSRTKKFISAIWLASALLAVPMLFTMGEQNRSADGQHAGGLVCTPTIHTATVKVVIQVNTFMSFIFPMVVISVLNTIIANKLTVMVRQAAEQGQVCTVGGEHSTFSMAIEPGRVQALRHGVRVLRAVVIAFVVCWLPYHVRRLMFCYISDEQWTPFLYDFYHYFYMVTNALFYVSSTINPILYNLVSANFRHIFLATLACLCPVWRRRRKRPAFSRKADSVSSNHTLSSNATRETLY
MgcRacGAP inhibition – MgcRacGAP GTPase-activating activity inhibitors, confirmation, biochemical, ADP Hunter fluorescence; Rac GTPase-activating protein 1 (Homo sapiens); MgcRacGAP-stimulated Rac1 GTP hydrolysis, ADP Hunter fluorescence; higher % means a stronger effect; GST-tagged Rac1 F28L mutant substrate; inhibition, % at 30 µM; hits with a dose series show IC50 in µM; 0.6% of 340,000 active;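 active means first-screen hits whose inhibition reached a set limit at any dose in the follow-up dose series; inconclusive means inhibition above the set first-screen limit but never retested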;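 further: fluorescence reports GDP produced by GAP-driven GTP hydrolysis; strong numbers were not always called active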
UTI89 phage lysis – inhibition of K1F phage lysis, E. coli UTI89, bacterial capsule biogenesis inhibitors, alamar blue (AID 488966). E. coli UTI89 K1F phage lysis, alamar blue, 2 h; higher % means a stronger effect. inhibition, % at 100 µM; hits with a dose series show IC50 in µM. 0.02% of 340,000 active;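 active means phage lysis inhibition, versus mean bacterial control, above a set limit; inconclusive means no clear call, values can overlap the other calls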;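 further: capsule biogenesis inhibitors block K1F phage lysis so surviving cells raise fluorescence; higher fluorescence means more inhibition of phage lysis; actives were called in the ten point dose series up to 300 µM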
RSV CPE inhibition – RSV antiviral activity via CPE protection, HEp-2 cells, primary 10 µM value included (AID 2391); HEp-2 cells, RSV-induced CPE inhibition; higher % means a stronger effect; CPE inhibition, % at 10 µM, or IC50 in µM where a hit was titrated; 0.13% of 310,000 active; in the data active means a potency from the dose series; inconclusive means CPE inhibition mostly from about 23% at the one dose, without a potency; inactive means the rest, 99 in 100 with CPE inhibition below about 21%; further: strong numbers were not always called active
T cell modulator – modulators of CD8 T cell-vesicle binding, primary screen, mouse 2C CD8+ T cells, flow cytometry; 2C CD8+ T cell-vesicle binding; active compounds read low; calls only at 7 µM; 0.068% of 330,000 active;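 active means response, share of CD8 T cells binding vesicles, and their 90th percentile fluorescence all below set limits, cut at about 80% in these data, passing the limit was not always enough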
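Incubation: binding step 1.5 h, 37 °C, antibody labelling 20 min, ice; system: murine 2C transgenic CD8+ T lymphocytes; technique: cytometric PE anti-B7-1 and Alexa647 anti-CD8 signals after 1% paraformaldehyde fixation; also added: QL9-charged Drosophila Ld/ICAM-1/B7-1 vesicles; control set: naked versus QL9-loaded vesicles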
NS5 inhibitors – Dengue-2 NS5 methyltransferase inhibitors, primary screen, biochemical, confirmation dose response (AID 588689); Genome polyprotein (Dengue virus type 2 (strain 16681-PDK53)); 0.3% of 340,000 active; inhibition, % at 25 µM, or IC50 in µM where a hit was titrated; Dengue-2 NS5 methyltransferase capping enzyme assay, biochemical; higher % means a stronger effect; in the data active means a potency from the dose series; inconclusive means inhibition above about 29% without an active follow-up result
T cell modulator vesicle-bound % – recorded beside T cell modulator, whose call it bears; double positive events, %; measured here: CD8+ vesicle-bound cell fraction;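 binding gate set so that unloaded-vesicle control wells show 10% double positive cells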
NTR1 agonist cell count 20 µM – second read-out of NTR1 agonist, no call of its own (marks repeat the call); cell count; measured here: cell count, cytotoxicity flag
NS5 inhibitors pilot replicate – also measured in NS5 inhibitors; calls as there; inhibition, %; measured here: pilot screen replicate inhibition
An asterisk follows results filed as active; i = inactive; ? = inconclusive; / = not tested or not shown; & = joins results of further samples; [ ] = another dose, or the depositor's remark. This is a subset; the hit share may differ from the screen's.

SMILES	Salmonella PhoP GFP	SV40 large T antigen	West Nile virus CPE	NTR1 agonist	NTR1 agonist cell count 20 µM	MgcRacGAP inhibition	UTI89 phage lysis	RSV CPE inhibition	T cell modulator	T cell modulator vesicle-bound %	NS5 inhibitors	others
CC(=O)N1CC(=O)Nc2ccc(F)cc2C1c1ccccc1 (stereo unspecified)	10%	8%	0.0%	-1.2	79	2%	0.0%	0.3%	i	49	1%
O=C(c1cccs1)C1CN2CCC1CC2 (stereo unspecified)	7%	17%	-0.1%	-1.4	53	4%	0.1%	1.1%	i	20	-9%
CCc1ccc(CN2CCN(C(=O)Cc3ccccc3)CC2)cc1	11%	4%	-0.4%	1.0	48	19%	3.2%	-1.4%	i	48	-7%
Cc1ccc2c(c1)C1CN(C)CCC1N2C(=O)Nc1cccc(C(F)(F)F)c1 (stereo unspecified)	-12%	70%	-0.2%	3.1	48	11%	10%	1.2%	i	30	-3%
CCOC(=O)C1(CCc2ccccc2)CCN(Cc2cccc3cnccc23)CC1	-3%	6%	-1.2%	6.0	42	-2%	0.0%	16%	i	49	0%
Cc1ccccc1-n1c(C)nc2ccsc2c1=O	/	5%	/	0.8	46	-3%	-1.2%	1.4%	i	16	-9%
CCOC(=O)c1sc(/N=C/c2c(O)n(-c3ccccc3)c(=O)[nH]c2=O)c(C#N)c1C	23%	7%	0.2%	-1.6	84	7%	-0.1%	5.3%	i	23	-61%
O=C(CCl)Nc1nccs1	7%	/	0.1%	2.1	62	11%	0.1%	3.6%	i	35	1%
CC(=O)c1ccc(-c2ccccc2)cc1	12%	1%	-0.7%	-1.9	69	11%	0.0%	2.4%	i	61	-2%
C=C(CO)CC1CC(O)[C@]2(C)OC3CC4OC5C[C@]6(C)O[C@]7(C)CCC8OC9C[C@]%10(C)OC%11C(C)=CC(=O)OC%11CC%10OC9C[C@@H](C)C8OC7CC6O[C@]5(C)C/C=C\C4OC3CC2O1 (stereo partly specified)	-3%	6%	0.6%	2.2	44	5%	1.1%	0.6%	/	/	2%
O=c1[nH]c(=O)n(Cc2ccco2)c(O)c1/C=N/N1CCCCCC1	-1%	13%	-0.2%	-0.3	85	6%	5.1%[50 µM]	0.9%	i	27	-5%
CC(NC1CCCCC1)C(O)C12CC3CC(CC(C3)C1)C2 (stereo unspecified)	6%	2%	-1.2%	0.9	52	11%	0.2%	-3.2%	i	2	1%
COc1ccc(-n2c(/C=C/c3ccc(O)c(OC)c3)nc3ccccc3c2=O)cc1	7%	9%	-1.4%	11	44	52µM*	0.6%	18%	i	6	-51%
O=C(Nc1ccc(C(F)(F)F)cc1)c1cccn(Cc2ccc3c(c2)OC(F)(F)O3)c1=O	3%	2%	-1.5%	20	77	7%	0.2%	14%	i	44	-7%	NS5 inhibitors pilot replicate=-6.2
Cc1cccc(CN2CCN(C(=O)Cc3ccccc3)CC2)c1	-2%	10%	-0.8%	-0.5	69	31%	0.4%	0.3%	i	60	1%	NS5 inhibitors pilot replicate=-0.9
O=P(Nc1ccccc1)(Nc1ccccc1)Oc1cccc(Cl)c1	0%	20%	1.2%	7.8	53	12%	-0.1%	3.0%	i	10	-2%
CCCN(CC1CC1)CC(O)c1ccccc1 (stereo unspecified)	-5%	5%	-0.1%	0.3	52	?	-0.2%	2.9%	i	56	-3%
CCN(CC)c1ccc(C=C2C(=O)NC(=S)NC2=O)cc1	2%	?	?	71*	77*	29%	0.3%	4.7%	i	63	2%
CC1CC2(O)c3no[n+]([O-])c3CCC2N1O (stereo unspecified)	4%	4%	0.2%	-1.0	52	3%	3.1%	-1.5%	i	4	-3%
COC(=O)C1=C(c2ccccc2OCc2ccccc2)C[C@@H]2CC[C@H]1N2C(=O)NCc1ccc(N(C)C)cc1	/	/	/	3.3	52	3%	-0.4%	4.2%	i	23	-10%
OC1(c2ccc(F)cc2)CC2CCC(C1)N2Cc1nnnn1C1CCCCC1 (stereo unspecified)	0%	10%	/	0.7	42	4%	2.8%	3.6%	i	4	-1%
CC1Oc2cc3c(-c4c(O)cc(O)c5c(O)c6c(cc45)OC(C)C(C)C6=O)c(O)cc(O)c3c(O)c2C(=O)C1C (stereo unspecified)	21%&-1%	-3%&5%	-1.1%&-0.3%	3.5	86	27%	0.7%	-1.4%	i	25	?
C(#CCN1CCOCC1)COCC#Cc1ccccc1	5%	13%	-0.2%	-0.7	69	5%	1.7%	1.4%	i	58	-12%
CCOc1cc(CNCCc2cccc(F)c2)ccc1OC	-1%	5%	-0.6%	-0.4	97	26%	0.2%	3.3%	i	21	-8%
COc1cccc(CN2CCN(C(=O)Cc3ccccc3OC)CC2)c1	-2%	4%	-0.7%	-0.3	47	9%	0.0%	0.6%	i	48	-5%
COCCNC(=O)CN1C(=O)C(C)N=C(c2ccccc2)c2cc(Cl)ccc21 (stereo unspecified)	-9%	6%	-0.6%	0.2	86	6%	-0.1%	-0.8%	i	13	0%
O=C(NC1CCCCC1)[C@@H]1CC=C[C@@H]2CCN(Cc3ccccc3)C(=O)[C@@H]21	/	-5%	-0.4%	-1.5	91	0%	0.3%	-1.6%	i	51	-5%
O=C1C=Cc2ccccc2C1=O	-5%	61%	1.1%	-2.5	53	/	/	-2.3%	i	10	/
N#Cc1ccccc1NC(=O)CN1CC=C(c2ccccc2)CC1	-3%	23%	-1.1%	1.2	116	3%	0.6%	2.2%	i	6	2%
Cc1[nH]c2ccc(OC(F)(F)F)cc2c1CCNCc1ccc(Cl)cc1	9%	5%	-2.2%	19	51	/	0.8%[50 µM]	-2.3%	i	42	-5%
C=CCN1C(=O)/C(=C\c2ccc(N3CCOCC3)o2)C(=O)NC1=S	-24%	16%	-0.5%	0.0	46	13%	5.2%	1.1%	i	58	-76%
Cc1cc(C)cc(N2C(=O)NC(=O)/C(=C/c3cccn3-c3ccc(Cl)cc3)C2=O)c1	-4%	22%	0.6%	44*	91*	14%	-0.1%	?	i	45	?
O=C(NCC(c1cccnc1)N1CCOCC1)Oc1ccccc1 (stereo unspecified)	-6%	-6%	-0.3%	0.0	75	8%	0.9%	1.0%	i	17	-8%
O=C1/C(=C\c2ccc(Cl)c(Cl)c2)N2CCC1CC2	3%	5%	-1.0%	1.1	41	11%	0.3%	1.6%	i	54	-9%
O=C(CN1CCCC1=O)NCCc1ccccc1	11%	20%	-0.2%	0.0	49	-2%	-1.8%	-0.5%	i	62	-2%
Cc1ccc(-n2c(O)c(C=NCCCn3ccnc3)c(=O)[nH]c2=O)cc1	-5%	8%	-0.3%	1.1	37	7%	-0.1%	1.4%	i	10	-5%
COc1ccc2[nH]c(C)c(CCNCc3cc(OC)c(OC)c(OC)c3)c2c1	-4%	20%	0.9%	2.5	53	30%	0.3%	1.3%	i	41	-10%
CC(=O)N1CCC2(CC1)CC(=O)c1cc(OCC(=O)N3CCC4(CC3)OCCO4)ccc1O2	-8%	-3%	-0.2%	0.6	66	4%	0.2%	1.8%	i	25	-4%
C[N+](C)(C)CC(=O)O	2%	9%	/	-0.1	66	3%	4.0%	1.2%	i	24	-25%
Cc1cc(N)n(C2CCN(C)CC2)n1	-6%	1%	0.8%	-1.8	99	6%	-0.6%	2.2%	i	41	-4%
CC(=O)Nc1nnc(CCN(CCc2nnc(NC(C)=O)s2)[N+](=O)[O-])s1	0%	7%	0.1%	-1.1	59	1%	-0.1%	/	i	40	8%
O=c1[nH]c2ccccc2n1CCCN1CCC(n2c(=O)[nH]c3cc(Cl)ccc32)CC1	-1%	12%	/	1.0	52	8%	4.0%	1.9%	i	16	-6%
CCCn1c(C(=O)c2ccc(OC)cc2)nc2ccccc21	-5%	4%	-0.8%	-0.3	65	0%	0.3%	5.2%	i	28	-2%
CN1C(=O)C(=Cc2sc(=O)n(-c3ccccc3)c2N2CCCCC2)C(=O)N(C)C1=O	-23%	/	0.1%	/	/	7%	0.9%	/	/	/	-52%
Cc1ccc(CS(=O)(=O)CCC(=O)N2CCC3(CC2)OCCO3)cc1	10%	5%	-0.6%	0.2	46	-7%	2.6%	1.8%	i	13	-2%
Cc1cccc(OP(N)(=O)Oc2cccc(C)c2)c1	-1%	13%	0.6%	0.1	56	-1%	-1.3%	2.0%	i	50	12%
CCC/C=C(\CCC)C(NP(=O)(c1ccccc1)c1ccccc1)c1ccccc1 (stereo unspecified)	-1%	2%	-0.6%	20	78	/	/	1.2%	i	27	/
Cc1ccsc1CNCCc1ccccc1F	-4%	4%	0.1%	0.9	56	10%	0.9%	0.1%	i	42	-1%
COc1ccc(N=Cc2c(O)n(Cc3ccccc3)c(=S)[nH]c2=O)c(OC)c1	-13%	4%	-1.0%	6.5	60	10%	0.5%	9.0%	i	23	?
Cc1cc(C(=O)O)c(C)n1C1CC1	3%	23%	0.3%	0.2	57	-2%	0.2%	2.1%	i	34	-6%
COc1cccc(CNCCc2cccc(F)c2)c1OC	7%	20%	-0.3%	-0.6	57	?	0.1%	-0.6%	i	50	4%
C[C@](N)(CCP(=O)(O)O)C(=O)O	6%	10%	/	0.2	48	4%	0.8%	-0.7%	i	48	1%
COc1ccc2c(c1O)-c1cccc3c1[C@@H](C2)N(C)CC3	2%	4%	-0.5%	-1.2	52	6%	4.8%	-2.6%	i	40	2%
O=[N+]([O-])c1cc(-n2cnnn2)c(O)c([N+](=O)[O-])c1	-11%	9%	0.4%	0.8	48	-8%	-0.2%	-0.5%	i	23	9%
O=C1/C(=C\c2cccnc2)N2CCC1CC2	7%	5%	-0.1%	-1.3	66	10%	0.9%	1.6%	i	63	3%

Screening data as filed in PubChem BioAssay.
